From PubChem BioAssay
Lipid storage S3 = qHTS Assay for Lipid Storage Modulators in Drosophila S3 Cells; Potency in µM for hits, for the others lipid storage change, negative = inhibition, % at the top dose, mostly 46.1 µM; hit rate 0.64% among 320,000; Drosophila S3 cells, BODIPY lipid droplet fluorescence, 18-24 h; cells fed with added oleic acid; AID 2685, 2010; active = well fitted inhibition curve with a large enough effect in the signal ratio, with a control signal flat, not every such curve was filed as active; inconclusive = small, poorly fitted or top-dose-only effect, or effect the other way, or a change in a side signal; the % refers to the signal ratio
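Drosophila S3 cells got compounds at several concentrations plus oleic acid (400 uM solution). Laser-scanning cytometry with 488 nm excitation read lipid droplets at 500-530 nm and cells at 575-640 nm. Percent activity was relative to 20 uM Triacsin C.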
Lipid storage S3 cell count max = further read-out of Lipid storage S3, marked with its call; cell number change, %; measured here: cell count max response;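 cells counted by Cell Tracker Red CMTPX staining in the red channel; peak over a dose series mostly up to 46.1 µM; percent activity relative to internal control wells on each plate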
The depositor's hits bear a star; i = inactive; ? = inconclusive; · = not tested or not shown; [ ] = another dose, or the depositor's remark. % is scaled to controls: 0 for no effect and ±100 for the full control effect; potency is read from the fitted curve at half-maximal effect.

SMILES	Lipid storage S3	Lipid storage S3 cell count max
COc1ccccc1CNC(=O)C1CC2Cn3c(nc4cc(C)c(C)cc43)C2N1C (centres undefined)	?	·
COc1cc(OC)c(S(=O)(=O)N2CCOCC2)cc1S(=O)(=O)N1CCOCC1	i	-10.9
Cc1ccc(C(=O)Cn2cc([N+](=O)[O-])nc2C)cc1	7.5%	7.0
COc1ccc(CNCc2cc(Cl)ccc2O)cc1	?	·
Cc1cc(S(=O)(=O)Nc2ccc3ccccc3c2)c(C)s1	?	·
O=C(C1=C[C@@H](c2coc3ccccc3c2=O)C[C@@H](OCc2ccc(CO)cc2)O1)N1CCN(Cc2ccc3c(c2)OCO3)CC1	-22.4%	-10.4
O=C(Nc1ccc(N2CCN(C(=O)c3ccccc3)CC2)cc1)c1cccs1	?	·
O=C(COC(=O)c1cc([N+](=O)[O-])ccc1N1CCOCC1)Nc1cccc(F)c1	?	·
N#CC1=C(N)Oc2n[nH]c(-c3cccnc3)c2C1c1cc(F)ccc1F (centres undefined)	3.7%	14.1
CCOc1ccc(CCNC(=O)CCn2nc(C)c3c(C)n(-c4ccccc4)nc3c2=O)cc1	?	·

Four entries from above, sorted by the value under Lipid storage S3 cell count max, descending:
SMILES | Lipid storage S3 cell count max
N#CC1=C(N)Oc2n[nH]c(-c3cccnc3)c2C1c1cc(F)ccc1F (centres undefined) | 14.1
Cc1ccc(C(=O)Cn2cc([N+](=O)[O-])nc2C)cc1 | 7.0
O=C(C1=C[C@@H](c2coc3ccccc3c2=O)C[C@@H](OCc2ccc(CO)cc2)O1)N1CCN(Cc2ccc3c(c2)OCO3)CC1 | -10.4
COc1cc(OC)c(S(=O)(=O)N2CCOCC2)cc1S(=O)(=O)N1CCOCC1 | -10.9

New compounds follow
SMILES	Lipid storage S3	Lipid storage S3 cell count max
COc1ccc(Cl)cc1S(=O)(=O)N1CCN(c2ccc(F)cc2)CC1	i	·
O=C1OC(C(=O)Nc2nccs2)Cc2ccccc21 (centres undefined)	i	·
O=C(c1cccnc1)N1CCN(S(=O)(=O)c2ccc(S(=O)(=O)N3CCCC3)cc2)CC1	1.1%	-3.7
COc1ccc(NC(=O)CSc2nnc3ccc(-c4ccccn4)nn23)cc1	i	·
O=C1CC(=O)N(Cc2ccco2)C(=O)N1	?	·
O=C(CSc1ccccc1)N[C@@H](Cc1ccccc1)C(=O)O	-9.8%	5.6
C/C(=N\NS(=O)(=O)c1c(C)cc(C)cc1C)c1ccncc1	?	·
CCN(CC)c1ccc(CNc2nc3ccccc3n2C(C)C)cc1	i	5.0
CCCc1nc2sc3c(c2c(=O)[nH]1)CCCC3	9.4%	7.4
CC(C)NC(=S)N/N=C/c1ccccc1[N+](=O)[O-]	13.9%	-12.2
Cc1ccccc1NC(=O)C(=O)c1cn(C)c2ccccc12	?	·
Cc1cc(C(=O)NC(C)c2ccccc2)c2cc(F)ccc2n1 (centres undefined)	?	·
Cc1ccc(NC(=O)CCC(=O)NNC(=O)c2cccs2)cc1C	?	·
COc1ccc(N2CCN(C(=O)c3ccc(OCC4CCCO4)cc3)CC2)cc1 (centres undefined)	?	·
CCCN(CC(=O)Nc1ccccc1OC)C(=O)CCNC(=O)c1ccccc1OC	?	·
O=C(Nc1c2c(nn1-c1ccccc1)CSC2)c1ccc(N2C(=O)CCC2=O)cc1	?	·
CCc1sc(C(=O)N2CCCN(C)CC2)cc1Br	?	·
O=c1cc(N2CCN(c3ccccc3F)CC2)[nH]c(=O)n1-c1ccc(Br)cc1	0.4%	-2.9
Cc1ccc(S(=O)(=O)N(CC(=O)c2ccccc2)C(=O)N2CCN(C)CC2)cc1	8.6%	1.4
CC(C)(C)c1ccc(-c2nc(C#N)c(NCCCn3ccnc3)o2)cc1	-13.1%	-21.2

Compounds shown so far that contain a Cl atom (two):
SMILES	Lipid storage S3	Lipid storage S3 cell count max
COc1ccc(CNCc2cc(Cl)ccc2O)cc1	?	·
COc1ccc(Cl)cc1S(=O)(=O)N1CCN(c2ccc(F)cc2)CC1	i	·

Other records follow:
SMILES	Lipid storage S3	Lipid storage S3 cell count max
Cc1nc2ccc(NC(=O)Cc3ccsc3)cc2s1	?	·
O=C(Cc1cccc(NC(=O)C2CCCN(C(=O)C3CCCCC3)C2)c1)Nc1cccc(C(=O)N2CCCC2)c1 (centres undefined)	-8.3%	9.5
Cc1ccc(C)c(-n2cc(CNCCc3cnccn3)c(-c3ccccc3)n2)c1	11.4%	0.4
COc1cccc(-n2nnnc2S(C)(=O)=O)c1	?	·
CCOc1cccc(CNCc2ccc(C(=O)O)cc2)c1	-4.0%	10.5
CC1=NN(C(N)=S)C(=O)C1N=Nc1ccc(Br)cc1 (centres undefined)	?	·
COc1ccccc1/C=C/C=N/n1c(-c2ccco2)n[nH]c1=S	0.1%	-8.8
CNC(=S)N(CCc1c(C)[nH]c2ccc(C)cc12)Cc1cccs1	-0.3%	-8.6
O=C1CC(C(=O)Nc2cc(Cl)ccc2Cl)n2ncnc2N1 (centres undefined)	6.5%[9.22 µM]	-2.1
COC(=O)c1cccc([N+](=O)[O-])c1CN1CCCC(C(N)=O)C1 (centres undefined)	?	·

Molecules listed so far that have a COOH group (2):
SMILES	Lipid storage S3	Lipid storage S3 cell count max
O=C(CSc1ccccc1)N[C@@H](Cc1ccccc1)C(=O)O	-9.8%	5.6
CCOc1cccc(CNCc2ccc(C(=O)O)cc2)c1	-4.0%	10.5

(next part)
SMILES	Lipid storage S3	Lipid storage S3 cell count max
CCCCC(C(=O)NC(C)(C)C)N(Cc1ccccc1)C(=O)c1snc(C(N)=O)c1N (centres undefined)	?	·
O=S(=O)(c1ccccc1)N1CCN(Cc2cccc(Cl)c2)CC1	?	·
COc1ccc(NS(=O)(=O)c2ccc3oc(SCC(N)=O)nc3c2)cc1	?	·
COc1ccccc1-c1ccc(=O)n(CC(=O)NCc2cccs2)n1	?	·
O=C(CSc1nnc(-c2ccccn2)n1Cc1ccccc1)Nc1ccc2c(c1)OCO2	?	·
Cc1cc2nc(-c3ccc(SCc4ccccn4)nc3)[nH]c2cc1C	?	·
O=C(NN1C(=O)C2C3c4ccccc4C(c4ccccc43)C2C1=O)c1ccccc1 (centres undefined)	6.8%	8.9
CC(=O)Nc1ccc(NC(=O)COC(=O)C2c3ccccc3Oc3ccccc32)cc1	8.4%	-2.0
Cc1ccc(CNC(=O)C2CCCN(C(=O)Nc3ccc(F)cc3)C2)cc1 (centres undefined)	i	25.2
CCOC(=O)c1ccc(N2C(=O)[C@@H](c3ccccc3)[C@H]2c2ccccc2)cc1	?	·
COc1cc(SC)ccc1C(=O)OCC(=O)NCCNC(=O)COC(=O)c1ccc(SC)cc1OC	?	·
O=C(CN(c1ccc2c(c1)OCCO2)S(=O)(=O)c1ccccc1)Nc1ccc2c(c1)OCO2	?	·
Cc1c(C(c2cccc(Br)c2)c2c(C)n(C)n(-c3ccccc3)c2=O)c(=O)n(-c2ccccc2)n1C	?	·
O=C(NNC(=O)c1ccc([N+](=O)[O-])cc1Cl)c1ccncc1	0.5%	2.4
CCn1c(SCC(=O)Nc2ccc3c(c2)OCO3)nc2c1c(=O)n(C)c(=O)n2C	?	·
O=C(/C=C/c1ccccc1)NC(=S)Nc1ccc(N2CCOCC2)cc1	-1.1%	·
Cc1nc(C(=O)O)nn1-c1cc(Cl)ccc1Cl	7.4%	-10.8
O=C(c1ccc(Cl)cc1Cl)N1CCC(C(=O)N2CCOCC2)CC1	i	17.4
Cc1ccc(S(=O)(=O)N(CC(=O)NCc2ccco2)Cc2ccccc2F)cc1	?	·
NS(=O)(=O)c1ccc(CCNC(=O)NC2(C(F)(F)F)Oc3ccccc3O2)cc1	-2.4%	1.3
Cc1ccc(C(=O)OCC(=O)NCc2ccco2)cc1S(=O)(=O)N1CCOCC1	?	·
Cc1cc(=O)c(C(=O)O)nn1-c1ccccc1F	?	·
CCN1C(=O)/C(=C2/SC(C)=C(C)N2CC)SC1=S	21.2%	-2.1
O=C(NCc1cccnc1)c1cc(-c2ccc(Cl)cc2)oc1C(F)(F)F	2.4%	6.9
Cc1nn(CC(=O)N2CCN(C34CC5CC(CC(C5)C3)C4)CC2)c(C)c1[N+](=O)[O-]	i	-2.4
Cc1nnc(NC(=O)C2CCCC2)s1	14.7%	11.7
CCN(CC(=O)NC(C)C)C(=O)CCNC(=O)c1ccc(Cl)cc1	i	·
CCOC(=O)Cc1csc(N/C(=N/S(=O)(=O)c2ccc(F)cc2F)c2ccccc2)n1	6.2%	-0.3
CC1CCN(C(=O)CSc2nnc3ccc(-c4cccnc4)nn23)CC1	16.6%	17.1
CCOC(=O)CSc1nc(C)cc(C)c1C#N	24.4%	10.3
O=C(NNC(=O)C1CC1)c1cc(Cl)nc2ccccc12	12.0%	13.7
CC(=O)N1CCN(CC(O)COc2ccc(OCc3ccccc3)cc2)CC1 (centres undefined)	?	·
O=C(Nc1ccc2c(c1)OCO2)C1CC(=O)N(c2cccc(Cl)c2)C1 (centres undefined)	-8.2%	·
FC(F)(F)C1=CC(c2ccc(Cl)cc2)=NCCN1	?	·
COCCCn1c2nc3ccccc3nc2c2c(=O)n(Cc3ccc(Cl)cc3)cnc21	16.7%	-3.0
Cc1ccc(-c2nn(-c3ccccc3)cc2CN(Cc2ccccc2)C(=O)CCC(=O)O)o1	i	·
C/C(=N\NC(=S)NC(C)C)c1ccccc1OC(F)F	?	·
Cc1ccccc1-c1nc(C#N)c(NCc2ccco2)o1	?	·
COC(=O)c1sccc1NC(=S)N1CCC(C(N)=O)CC1	-8.8%	10.7
CCN(CC)S(=O)(=O)c1ccc(NC(=O)C(OC)c2ccccc2)cc1 (centres undefined)	?	·
CCCC(=O)NC(c1ccc(C)cc1)c1ccc2cccnc2c1O (centres undefined)	?	·
CN(C(=O)Nc1ccc(S(=O)(=O)N(C)C)cc1)C1CCCCC1	i	·
Cc1cccc(NC(=O)c2ccccc2NC(=O)C(C)(C)C)n1	?	·
O=C(Cc1ccccc1)Nc1ccccc1N1CCOCC1	-8.7%	-8.5
CCn1cnc2scc(-c3ccc(OC)cc3)c2c1=O	i	-1.1
NC(=NCCc1c[nH]c2ccccc12)NS(=O)(=O)c1ccc2ccccc2c1	?	·
O=C(O)c1ccc2c(c1)CC(c1ccccc1)OC2=O (centres undefined)	-1.4%	18.3
CCc1ccc(Nc2c([N+](=O)[O-])c(=O)oc3ccccc23)cc1	-0.6%	1.3
CCOC(=O)C1=C(c2ccccc2)N(C)C(=O)NC1c1ccc(O)c(OC)c1 (centres undefined)	-0.5%	-4.0
COc1cccc(NC(=O)Cn2c(=O)n(-c3cc(OC)c(OC)c(OC)c3)c(=O)c3ccccc32)c1	?	·
Additional compounds follow.
SMILES	Lipid storage S3	Lipid storage S3 cell count max
COc1ccc(-c2csc3ncnc(Oc4cccc5ccc(C)nc45)c23)cc1	2.6%	-0.5
O=C(Cc1ccccc1Cl)N1CCOCC1	?	·
CCN1CCN(C(=O)CN2C(=O)COc3ccc(S(=O)(=O)N4CCOCC4)cc32)CC1	?	·
COC(=O)c1ccc(CSc2nnc(-c3ccncc3)o2)o1	15.9%	-0.6
COc1ccc(-c2nc(C)c(C(C)=O)n2O)cc1[N+](=O)[O-]	-4.0%	-6.9
Cc1c(N2CCCC2)cc2c(c1NC(=O)c1ccccc1Cl)C(C)(C)CC2(C)C	0.8%	-1.1
Cc1ccc2nc(C3CCN(CC(=O)Nc4ccc5c(c4)OCCO5)CC3)[nH]c2c1	i	29.1
CCCS(=O)(=O)N1CCC(C(=O)NCCCOCC)CC1	3.1%	12.9
COc1cc(C(=O)N2CCN(Cc3ccc4c(c3)OCO4)CC2)cc(OC)c1OC	-10.0%	-29.7
CC(CC(=O)O)CC(=O)Nc1cc([N+](=O)[O-])ccc1O (centres undefined)	?	·
CCN(Cc1nc2cc(Cl)ccc2c(=O)[nH]1)C(=O)c1ccc(C)c(NC(=O)c2ccco2)c1	10.2%	-0.8
COc1ccc(C(=O)CSc2n[nH]c(C)n2)cc1[N+](=O)[O-]	24.8%	12.8
C/C(=N\NC(=O)CSc1nc(C)cc(C)n1)c1ccc2c(c1)OCCO2	8.5%	4.9
O=C(NCCN1CCOCC1)c1cc(Cl)ccc1[N+](=O)[O-]	3.4%	-7.5
CC(C)[C@H](NC(=O)N1c2ccccc2NC(=O)[C@@H]1C(C)C)C(=O)N[C@@H](Cc1c[nH]c2ccccc12)C(=O)O	7.2%	-1.9
Cn1nc(C(F)(F)F)c(C#N)c1N1CCN(c2ccccc2)CC1	?	·
COc1ccc(-c2cc3ccccc3s2)cc1[C@H]1[C@H]2C=CC[C@@H](C)[C@@H]2C(=O)N1Cc1ccccc1	-10.3%	0.3
CCOC(=O)C1=C(C)NC(C)=C(C(=O)OCC)C1c1ccc(O)cc1	?	·
COc1ccc(N(CC(=O)Nc2ccc(C(C)C)cc2)S(=O)(=O)c2c(C)noc2C)cc1	?	·
CCN(CC)S(=O)(=O)c1ccc(S(=O)(=O)N2CCCC(C(=O)NC3CC3)C2)cc1 (centres undefined)	i	·
Cc1nc(-c2coc3cc(C)c(N=O)c(O)c3/c2=N\N)cs1	-4.9%	-10.7
O=C(COC(=O)C1CCCN1C(=O)c1cccs1)c1ccccc1 (centres undefined)	?	·
O=C(CSc1cccc2cccnc12)Nc1ccc(S(=O)(=O)N2CCOCC2)cc1	?	·
O=C(NCC1CCCO1)c1cccc(NC(=O)c2ccccc2)c1 (centres undefined)	?	·
CCN1CCN(c2ccccc2NC(=O)c2ccc(-n3cccn3)cc2)CC1	3.9%	-4.5
O=C(CSCc1ccc(Cl)cc1)Nc1cccc(C(=O)Nc2ccccc2C(=O)O)c1	i	·
O=C(c1cc(COc2ccc(F)cc2Cl)on1)N1CCN(c2cnccn2)CC1	?	·
COc1ccc(C2SCC(=O)N2c2nc3ccccc3s2)cc1 (centres undefined)	?	·
CC(C)CC(c1nnnn1C(C)(C)C)N1CCN(Cc2ccccc2)CC1 (centres undefined)	-3.4%	-10.1

A portion of the library. The share of hits here may be higher or lower than overall.
